Compound activity (PubChem)
F-actin modifier: modifiers of F-actin cytoskeleton organization, primary screen, imaging, HUVEC, phalloidin staining, high-content imaging; 91,000 compounds, 0.18% hits; HUVEC TNFa F-actin phalloidin imaging; AID 836, 2007; inhibition, % at 2 µM;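 active = inhibition above the batch mean plus 3 SD and confirmed as a hit by visual image inspection, cut at about 30% in these data, passing the limit was not always enough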; also: strong numbers were not always called active
sEH act: soluble epoxide hydrolase activators, primary screen, biochemical, human sEH; 91,000 compounds, 0.04% hits; purified human sEH enzymatic activity, activator screen; activation, % at 2 µM; Bifunctional epoxide hydrolase 2 (Homo sapiens), P34913; in the data active = activation above about 37%; also: values of inactives mirror those of a sister screen read the other way
Calb biofilm kill: clotrimazole potentiators killing Candida biofilms, primary screen, with clotrimazole, Alamar Blue; 85,000 compounds, 0.14% hits; inhibition, % at 6 µM; C. albicans biofilm + clotrimazole;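 active = inhibition above 20%; inactive = inhibition below 20%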;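 also: preformed 24 hr biofilms exposed to compound for 48 hr; 0% = biofilm without compound and 100% = blank killed by clotrimazole plus chlorhexidine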
ERb SRC1 inh: inhibitors of ERβ-SRC1 coactivator interaction, primary screen, biochemical, TR-FRET, ERβ LBD, SRC-1 peptide | Estrogen receptor beta (Homo sapiens), Q92731 | TR-FRET ER-beta LBD / SRC1-Cy5 peptide binding; receptor agonist-loaded with 1 µM estradiol | inhibition, % at 25.6 µM | 86,000 compounds, 1.3% hits | AID 633, 2007;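 active = compounds whose percent inhibition of the receptor-coactivator binding signal exceeds about 50% in the single-dose screen, limit read from the data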;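 also: 0% = receptor plus peptide wells without compound and 100% = peptide-only wells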
Target sequence (Q92731 whole entry, looked up, the tested form may be a part): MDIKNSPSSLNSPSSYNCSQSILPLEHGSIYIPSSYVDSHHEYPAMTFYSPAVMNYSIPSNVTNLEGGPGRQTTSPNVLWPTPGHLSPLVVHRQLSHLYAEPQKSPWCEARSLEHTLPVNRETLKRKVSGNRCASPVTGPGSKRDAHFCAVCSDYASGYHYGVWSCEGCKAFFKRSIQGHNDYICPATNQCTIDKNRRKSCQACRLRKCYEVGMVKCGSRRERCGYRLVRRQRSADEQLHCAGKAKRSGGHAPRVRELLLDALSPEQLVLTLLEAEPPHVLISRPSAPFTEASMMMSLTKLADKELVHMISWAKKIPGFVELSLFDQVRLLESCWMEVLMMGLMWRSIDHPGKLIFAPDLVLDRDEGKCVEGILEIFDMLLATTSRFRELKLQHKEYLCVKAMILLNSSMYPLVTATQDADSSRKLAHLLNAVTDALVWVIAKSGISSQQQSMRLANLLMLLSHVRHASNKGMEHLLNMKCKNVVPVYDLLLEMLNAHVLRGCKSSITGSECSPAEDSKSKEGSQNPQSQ
Smad3 inh: Smad3/FoxH1 peptide binding inhibitors, primary screen, biochemical, TR-FRET. inhibition, % at 25 µM. Mothers against decapentaplegic homolog 3 (Homo sapiens), P84022. TR-FRET Smad3/Dy647-FoxH1 peptide binding, europium anti-His. 88,000 compounds, 0.29% hits;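 active = compounds that reduce the energy-transfer binding signal between the protein and its labelled peptide by more than half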;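 also: 0% = Smad3 plus labelled peptide maximal FRET and 100% = peptide-only background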
Target sequence (P84022 whole entry, looked up): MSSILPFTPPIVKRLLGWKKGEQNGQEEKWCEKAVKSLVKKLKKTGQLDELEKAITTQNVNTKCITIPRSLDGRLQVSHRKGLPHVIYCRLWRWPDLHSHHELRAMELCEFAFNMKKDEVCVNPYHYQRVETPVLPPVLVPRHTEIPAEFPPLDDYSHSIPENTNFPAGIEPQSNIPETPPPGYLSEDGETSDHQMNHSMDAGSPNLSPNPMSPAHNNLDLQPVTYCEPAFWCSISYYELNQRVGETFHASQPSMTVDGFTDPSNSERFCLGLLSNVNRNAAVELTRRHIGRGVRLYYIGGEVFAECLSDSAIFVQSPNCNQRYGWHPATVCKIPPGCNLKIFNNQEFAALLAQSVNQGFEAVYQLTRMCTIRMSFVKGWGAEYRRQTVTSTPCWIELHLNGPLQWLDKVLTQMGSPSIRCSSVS
VCAM1 TNFa inh: inhibitors of TNFa-induced VCAM1 expression, primary screen, imaging, HUVEC, TNFa stimulus, immunofluorescence. HUVEC TNFa-induced VCAM-1 immunofluorescence, high-content imaging. inhibition, % at 2 µM. 95,000 compounds, 0.48% hits. AID 802, 2007;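 active = inhibition above the batch mean plus 3 SD, with images confirmed as a hit by eye, cut at about 37% in these data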;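 also: 0% = TNF-stimulated DMSO wells and 100% = unstimulated control wells; not every result past the cut was called active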
TNFa cytotox: cytotoxicity in TNFa-stimulated HUVEC, primary screen, cytotoxicity control for VCAM1 expression modulator project, imaging, Hoechst nuclei count; AID 848, 2007; HUVEC TNFalpha-stimulated, Hoechst cell count; 93,000 compounds, 0.17% hits; cell count reduction, % at 2 µM;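 active = cell count reduction exceeding the screen mean by over 5 SD, scaled to untreated wells per plate, cut at about 78% in these data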;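 also: cells counted after 24 h of TNF alpha exposure following the 1 h pretreatment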
sEH inh: soluble epoxide hydrolase inhibitors, primary screen, biochemical, human sEH | recombinant human sEH enzymatic activity assay | 91,000 compounds, 0.34% hits | inhibition, % at 2 µM | Bifunctional epoxide hydrolase 2 (Homo sapiens), P34913 | AID 707, 2007; in the data active = inhibition above about 80%; also: values of inactives mirror those of a sister screen read the other way; many of its hits are not listed in these tables
IL1B cytotox: cytotoxicity in IL-1B stimulated HUVEC, primary screen, cytotoxicity control for IL-1B NFkB translocation project, imaging, Hoechst nuclear count, IL-1B stimulus | HUVEC cell count loss | cell count reduction, % at 2 µM | 94,000 compounds, 0.41% hits | AID 845, 2007;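 active = cell count reduction more than 3 SD above the screen-wide mean, cut at about 70% in these data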;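 also: normalized per plate to untreated control cells as the no-loss baseline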
Starred values were filed as active, the others as inactive; x = not tested or not shown; [ ] = dose if it differs, or a comment.

| compound | F-actin modifier | sEH act | Calb biofilm kill | ERb SRC1 inh | Smad3 inh | VCAM1 TNFa inh | TNFa cytotox | sEH inh | IL1B cytotox |
| --- | --- | --- | --- | --- | --- | --- | --- | --- | --- |
| CCOC(=O)C1=C(c2ccccc2)N(C)C(=O)NC1c1ccc(O)c(OC)c1 (stereo unspecified) | -12 | 3 | 5 | 4[fluorescence artefact?] | -7 | 15 | -13 | -4 | -4 |
| CCCNC(=O)c1cc(-c2ccc(Br)cc2)on1 | 8 | x | 4 | -14 | 5 | -2 | -6 | x | -7 |
| CNc1c([N+](=O)[O-])cnn1-c1ccc(C)cc1 | 1 | -1 | x | x | x | 8 | -4 | 2 | 7 |
| COc1ccccc1Cn1c(=S)[nH]c2cc(C(=O)N3CCN(C)CC3)ccc2c1=O | x | -14 | 8 | -1[fluorescence artefact?] | 10 | 4 | -14 | 15 | -72 |
| OC(CNCCc1ccc(Cl)cc1)COCc1ccco1 (stereo unspecified) | 5 | -4 | 7 | 1 | -1 | -12 | -17 | 8 | -19 |
| Cc1cc(C)cc(OCC(=O)Nc2ccc3c4c(cccc24)CC3)c1 | 19 | -5 | x | x | x | 6 | 6 | 5 | -37 |
| CCOC(=O)C1=C(CSc2nc(C)cc(C)c2C#N)OC(N)=C(C#N)C1c1cccs1 (stereo unspecified) | -24 | 12 | x | x | x | 6 | -19 | -12 | -73 |
| CCOc1ccc(/C(O)=C2/C(=O)C(=O)N(c3nc(C)c(C)s3)C2c2ccco2)cc1 (stereo unspecified) | -2 | x | 8 | 27 | 11[fluorescence artefact?] | -9 | 47 | x | 19 |
| CCCC(=O)Nc1nc2ccc3nc(C)sc3c2s1 | 8 | -2 | 0 | 3[fluorescence artefact?] | 6 | -11 | -19 | 0 | -16 |
| FC(F)(F)C(Oc1nc(Nc2ccc(Cl)cc2)nc(N2CCOCC2)n1)C(F)(F)F | -10 | 13 | 1 | -17 | -9 | -9 | 0 | -7 | 28 |
| O=C(CCN1C(=O)/C(=C/C=C/c2ccccc2)SC1=S)Nc1nccs1 | 16 | -4 | x | x | x | 8 | 18 | 4 | -31 |
| CCN(CC(=O)Nc1cccc(OC)c1)C(=O)c1ccc(C)s1 | 6 | 5 | x | x | x | -5 | 16 | -3 | 25 |
| O=C(CN1CCOCC1)N1CCCc2c1c(=O)oc1ccc(OCc3ccccc3)cc21 | -3 | 2 | 8 | -6[fluorescence artefact?] | 7 | 18 | -4 | 1 | -42 |
| O=C(NC(O)C(=O)c1ccccc1)c1cccs1 (stereo unspecified) | 7 | -6 | 6 | -4 | -3 | 3 | -33 | 5 | -8 |
| CCCN1C2=C(C(=O)CCC2)C(c2ccc(O)c(Br)c2)C2=C1CCCC2=O | -2 | 9 | 4 | 23[fluorescence artefact?] | 1 | -13 | -1 | -10 | -4 |

Taken from the entries so far for reference:
| compound | F-actin modifier | sEH act | Calb biofilm kill | ERb SRC1 inh | Smad3 inh | VCAM1 TNFa inh | TNFa cytotox | sEH inh | IL1B cytotox |
| --- | --- | --- | --- | --- | --- | --- | --- | --- | --- |
| O=C(NC(O)C(=O)c1ccccc1)c1cccs1 (stereo unspecified) | 7 | -6 | 6 | -4 | -3 | 3 | -33 | 5 | -8 |
| CCCN1C2=C(C(=O)CCC2)C(c2ccc(O)c(Br)c2)C2=C1CCCC2=O | -2 | 9 | 4 | 23[fluorescence artefact?] | 1 | -13 | -1 | -10 | -4 |

(cont.)
| compound | F-actin modifier | sEH act | Calb biofilm kill | ERb SRC1 inh | Smad3 inh | VCAM1 TNFa inh | TNFa cytotox | sEH inh | IL1B cytotox |
| --- | --- | --- | --- | --- | --- | --- | --- | --- | --- |
| CCN(CC)Cc1c(O)ccc2c(C)c(CC(=O)OC)c(=O)oc12 | -12 | 14 | 10 | -3 | 5 | -4 | 3 | -16 | -26 |
| O=C(COc1ccc2ccccc2c1Br)NNC(=O)Nc1ccccc1 | -29 | -8 | x | x | x | 16 | -7 | 9 | 3 |
| COc1ccc(CC(=O)Nc2ccc(S(=O)(=O)Nc3cc(C)on3)cc2)cc1OC | 13 | 6 | 5 | -2 | -8 | 20 | 2 | -5 | -11 |
| CC(Oc1ccccc1)C(=O)Nc1ccc(C(N)=O)cc1 (stereo unspecified) | -5 | 10 | 4 | -8 | -3 | -11 | 10 | -10 | -17 |
| CCC(C)c1ccc(O)c(N)c1 (stereo unspecified) | 37 | x | 10 | 4 | 2 | 28 | 66 | x | -4 |
| Cc1cc(C(=O)CSc2nnc(-c3ccc(OC(F)F)cc3)o2)c(C)n1Cc1cccs1 | -31 | 2 | -1 | 44 | -3[fluorescence artefact?] | -1 | -7 | -1 | -13 |
| CCOc1ccccc1N(CC(=O)NC(C)(C)C)C(=O)Cn1nnc(-c2ccc(C)o2)n1 | -6 | 1 | 5 | 6[fluorescence artefact?] | -2 | -26 | -19 | -1 | -68 |
| Cc1ccc(C(=O)n2nc(-c3ccccc3)nc2NCc2ccco2)cc1 | -21 | 6 | 12 | -6[fluorescence artefact?] | 7 | 26 | -2 | -4 | 1 |
| O=C(CSc1nnc(-c2cccs2)n1Cc1ccccc1)NCc1ccc2c(c1)OCO2 | -4 | 3 | 2 | -9 | 13 | 17 | -42 | -1 | -4 |
| COc1ccc(N2C(=O)NC3CC2(C)Oc2ccc(Cl)cc23)cc1OC (stereo unspecified) | 22 | -4 | 9 | -1 | 10 | 6 | 8 | 5 | 2 |
| O=C(O)c1ccc2c(c1)[C@@H]1C=CC[C@@H]1[C@H](c1ccccn1)N2 | 8 | x | 7 | 86* | 32 | 16 | -18 | x | 15 |
| COc1ccc(S(=O)(=O)N2CCN(CC(=O)Nc3ccc(C)c(F)c3)CC2)cc1 | 13 | -11 | 1 | 0 | 1 | 9 | -9 | 11 | -22 |
| O=C(COc1ccc(Cl)cc1)N(Cc1ccccc1)c1nc(-c2ccccc2)cs1 | 11 | 4 | x | x | x | 8 | -2 | -4 | 2 |
| CC(=O)OCc1c(F)c(F)c(-n2nc(C)cc2C)c(F)c1F | 12 | -9 | 3 | -1 | -5 | -8 | -26 | 8 | -6 |
| COc1ccc2nc3oc(C(=O)NCc4cccs4)cc3cc2c1 | -30 | 14 | x | x | x | 10 | -10 | -16 | -16 |

Further compounds.
Every second line gives: F-actin modifier, sEH act, Calb biofilm kill, ERb SRC1 inh, Smad3 inh, VCAM1 TNFa inh, TNFa cytotox, sEH inh, IL1B cytotox
O=C(CS(=O)(=O)c1cn(Cc2ccccc2Cl)c2ccccc12)N1CCOCC1
    3, 12, 6, 1, -13, -16, -2, -12, -4
CC(C)CN(CC(C)C)S(=O)(=O)c1cc([N+](=O)[O-])ccc1N1CCCCCC1
    -7, 7, x, x, x, 22, 6, -4, 6
Cc1cccc(NC(=O)CSc2ncnc3c2oc2ccccc23)c1
    -8, -23, -1, 58*[fluorescence artefact?], 42[fluorescence artefact?], 2, -9, 22, 1
COCCCn1c(SCC(=O)NCc2ccco2)nc2sc3c(c2c1=O)CCC3
    13, 5, 7, 8, -1, -5, -18, -6, 4
O=C(NCCSCc1ccccc1)c1ccc(C2SCC(=O)N2Cc2ccccc2)cc1 (stereo unspecified)
    -5, -43, 4, -17, 3, -15, -19, 42, -79
C=CCOc1cccc(C2/C(=C(\O)c3ccc(F)cc3)C(=O)C(=O)N2CCN(C)C)c1 (stereo unspecified)
    -11, -6, 6, 0, -3, 10, -4, 7, -20
CC1=C(C(=O)OC(C)C)C(c2ccc(Br)s2)NC(=O)N1C (stereo unspecified)
    -10, 0, -2, -3, 0, 6, 7, 1, -6
N#C/C(=C/c1ccc(N2CCOCC2)o1)c1ccc(Cl)cc1
    16, 1, x, x, x, -9, -18, 0, 12
Cc1ccccc1Cn1nc(C)c(NC(=O)c2sc3ccccc3c2Cl)c1C
    -13, 5, x, x, x, -2, -20, -2, -49
Cc1cc(C(F)(F)F)n2ncc(C(=O)O)c2n1
    5, -6, 4, -12[fluorescence artefact?], -2, 17, 1, 10, 16
O=[N+]([O-])c1cc(/C=N/O)ccc1Sc1ccccc1
    -22, 0, 1, 5, -3, 8, -5, 1, -18
Cc1nn(C)c(Oc2cccc(Cl)c2)c1C(=O)Nc1ccc(F)cc1
    -39, 25, x, x, x, -14, 15, -22, -12
Cc1csc(SC(C)C(=O)Nc2ccc(Cl)cn2)n1 (stereo unspecified)
    1, -4, 5, -10, 1, 3, 1, 4, -2
O=S(Cc1ccc(Cl)cc1)CC(O)(c1ccccc1)c1ccccc1 (stereo unspecified)
    -10, 10, x, x, x, 1, -23, -10, x
CCc1cc[n+](-c2nc3ccccc3nc2C(=C=[N-])C#N)cc1
    25, x, 4, -6, 5, -2, -8, x, 14

One compound at a time, from the list above. Screens in order: F-actin modifier	sEH act	Calb biofilm kill	ERb SRC1 inh	Smad3 inh	VCAM1 TNFa inh	TNFa cytotox	sEH inh	IL1B cytotox
Cc1cccc(NC(=O)CSc2ncnc3c2oc2ccccc23)c1 is listed with -8	-23	-1	58*[fluorescence artefact?]	42[fluorescence artefact?]	2	-9	22	1
Cc1ccccc1Cn1nc(C)c(NC(=O)c2sc3ccccc3c2Cl)c1C is listed with -13	5	x	x	x	-2	-20	-2	-49

Look-ups from the results shown.
O=S(Cc1ccc(Cl)cc1)CC(O)(c1ccccc1)c1ccccc1 (stereo unspecified) in F-actin modifier → -10
Cc1cc(C(F)(F)F)n2ncc(C(=O)O)c2n1 in sEH act → -6
N#C/C(=C/c1ccc(N2CCOCC2)o1)c1ccc(Cl)cc1 in TNFa cytotox → -18
Cc1nn(C)c(Oc2cccc(Cl)c2)c1C(=O)Nc1ccc(F)cc1 in VCAM1 TNFa inh → -14

Remaining list, next part.
Every second line gives: F-actin modifier, sEH act, Calb biofilm kill, ERb SRC1 inh, Smad3 inh, VCAM1 TNFa inh, TNFa cytotox, sEH inh, IL1B cytotox
O=C(Nc1cnc2sc3c(n2c1=O)CCCC3)c1ccc(F)cc1
    -8, -6, 1, 4, -4, -12, 3, 6, 1
Fc1ccc(Oc2cc(N3CCOCC3)nc(-c3ccccc3)n2)c(F)c1
    24, 14, x, x, x, 8, 1, -11, -1
COC(=O)c1sccc1NC(=O)c1ccc(C)s1
    2, -2, -1, 19, -13, 30, -16, 4, -26
CCOC(=O)C1CCCN(c2c(N3CCN(C)CC3)c(=O)c2=O)C1 (stereo unspecified)
    -3, -3, 8, 1, -11, -4, -18, 2, -9
COc1ccc(OC)c(CCNC(=O)C2CCN(c3nnc(-n4cccc4)s3)CC2)c1
    -17, -41, 3, 1[fluorescence artefact?], 5, 22, -7, 40, 9
O=C(Nc1ccc2c(c1)oc1ccccc12)c1ccncc1
    x, 0, -4, -14, 2, -2, -34, 1, 6

This is a subset (hit frequency here may not be typical).
